# Compound activity from PubChem.
# Ba/F3 V617F tox: reduce viability of Ba/F3 cells dependent on JAK2V617F; Ba/F3 EpoR-JAK2V617F viability, ATP luminescence; inhibition, % at 5.6 µM; 1.1% of 220,000 active; AID 1446;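 active = inhibition above the campaign mean plus 3 SD over all tested compounds, cut at about 24% in these data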;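 note: cytokine-independent growth of Ba/F3 cells driven by EpoR plus mutant JAK2; 0% = DMSO-treated cells and 100% = JAK inhibitor I control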
# RBBP9 inhibitor: human RBBP9 hydrolase inhibition; inhibition, % at 7.94 µM; AID 1515; 0.2% of 220,000 active; recombinant RBBP9, FP-Rh probe fluorescence polarization; O75884;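 active = inhibition above the campaign mean of all tested compounds plus 3 SD, cut at about 14% in these data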;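 note: plate controls were DMSO wells with RBBP9 for no effect and wells lacking RBBP9 protein for full effect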
# Target sequence (O75884 whole entry, looked up): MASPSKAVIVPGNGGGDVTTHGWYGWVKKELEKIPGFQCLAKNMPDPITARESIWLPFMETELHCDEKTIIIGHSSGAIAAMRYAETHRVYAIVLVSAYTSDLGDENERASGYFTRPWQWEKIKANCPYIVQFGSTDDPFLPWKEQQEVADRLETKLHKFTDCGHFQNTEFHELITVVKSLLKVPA
#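 system = RBBP9 protein | input = RBBP9 at 2.5 µM in dispensed solution, before mixing | measured by = fluorescence polarization (mP), excitation 525 nm, emission 598 nm | incubation = enzyme-compound preincubation 30 min, then probe labeling 45 min, 25 °C | buffer or medium = Tris-NaCl-Pluronic buffer, pH 8.0 | compound = single dose 7.94 µM | also added = FP-Rh probe, 375 nM dispensing solution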
# PPC-1+TRAIL kill: kills PPC-1 cancer cells in the presence of TRAIL | cell killing (% activity), % at 4 µM | 0.41% of 220,000 active | PPC-1 cells + TRAIL, ATPLite viability luminescence;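 active = cell killing above 50% in the first pass at 4 µM, then a duplicate retest at 5 µM averaging 50% or more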;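 note: plate controls were cells with TRAIL plus DMSO for no effect and medium-only wells lacking cells for full effect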
# BaF3 tox: reduces parental Ba/F3 cell viability, JAK2V617F counter-screen; CellTiter-Glo ATP luminescence; inhibition, % at 5.6 µM; 1.1% of 220,000 active; AID 1486;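 active = inhibition above a per-campaign cutoff, the mean inhibition of all tested compounds plus 3 SD, cut at about 27% in these data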;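 note: 0% = DMSO wells and 100% = JAK Inhibitor I control wells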
# PGE2 EP2 inh: EP2 receptor (human) inhibition; P43116; C6 glioma cells expressing human EP2, cAMP TR-FRET; cells stimulated with saturating PGE2; inhibition, % at 25 µM; 0.52% of 260,000 active; AID 1422;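 active = percent inhibition above 40 after rounding to a whole number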;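 note: rat C6 glioma host cells with rolipram phosphodiesterase inhibitor present; the protocol text gives 20 µM as final concentration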
# Target sequence (P43116 whole entry, looked up): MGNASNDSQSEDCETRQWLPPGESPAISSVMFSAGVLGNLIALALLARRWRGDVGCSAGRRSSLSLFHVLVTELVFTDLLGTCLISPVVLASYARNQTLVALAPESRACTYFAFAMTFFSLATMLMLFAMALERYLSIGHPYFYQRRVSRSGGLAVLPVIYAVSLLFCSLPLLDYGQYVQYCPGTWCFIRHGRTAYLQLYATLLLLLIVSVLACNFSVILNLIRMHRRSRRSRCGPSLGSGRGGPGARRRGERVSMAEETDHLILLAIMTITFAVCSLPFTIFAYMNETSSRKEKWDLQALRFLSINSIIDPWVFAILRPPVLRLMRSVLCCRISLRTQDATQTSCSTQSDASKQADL
# p47phox inh: p47phox (human) inhibition. P14598. p47phox/p22phox peptide binding, fluorescence polarization, 2 h. inhibition, % at 24.7 µM. 0.53% of 220,000 active. AID 1274;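 active = inhibition above about 30%, limit read from the data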;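 note: 0% = p47phox with labelled peptide and 100% = labelled peptide alone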
# Target sequence (P14598 whole entry, looked up): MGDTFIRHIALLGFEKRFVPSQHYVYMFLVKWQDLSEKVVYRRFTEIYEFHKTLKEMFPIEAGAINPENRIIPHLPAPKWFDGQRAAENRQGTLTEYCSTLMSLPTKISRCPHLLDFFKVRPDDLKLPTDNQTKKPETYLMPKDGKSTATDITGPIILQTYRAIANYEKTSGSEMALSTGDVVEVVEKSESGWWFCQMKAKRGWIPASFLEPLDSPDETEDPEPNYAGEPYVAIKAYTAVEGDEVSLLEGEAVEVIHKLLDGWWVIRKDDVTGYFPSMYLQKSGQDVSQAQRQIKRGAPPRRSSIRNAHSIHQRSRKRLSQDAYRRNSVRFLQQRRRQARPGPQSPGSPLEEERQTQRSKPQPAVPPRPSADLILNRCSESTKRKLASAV
# p97 inhibitor: human p97 ATPase inhibition | inhibition, % at 8 µM | AID 1481 | P55072 | recombinant p97 ATPase, Kinase-Glo ATP luminescence, 3 h | 0.42% of 220,000 active; in the data active = inhibition above about 15%;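 note: 0% = DMSO vehicle and 100% = wells lacking enzyme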
# Furin inhibitor: inhibitors of human furin; inhibition, % at 30 µM; AID 463115; 0.061% of 220,000 active; purified furin, fluorogenic substrate cleavage; in the data active = inhibition above about 25%; note: inactives centre near -15
# Tb hexokinase: T. brucei hexokinase 1 inhibition. recombinant TbHK1, G6PDH-coupled NADH A340. inhibition, % at 10 µM. 0.11% of 220,000 active. AID 1430;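 active = inhibition of 50% or more in the single-dose primary screen; inactive = inhibition below 50%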
# Starred values were filed as active, the others as inactive; . = no result given; & = joins results of further samples; [ ] = another dose, or the depositor's remark. The list is partial (hit frequency here may not be typical).
# Preview:
SMILES,Ba/F3 V617F tox,RBBP9 inhibitor,PPC-1+TRAIL kill,BaF3 tox,PGE2 EP2 inh,p47phox inh,p97 inhibitor,Furin inhibitor,Tb hexokinase
CCOC(=O)c1[nH]c2ccc(OCC)cc2c1NC(=O)CN1CCN(c2ccccc2)CC1,0,0,6,2,11,1,-2,-16,1
CC1=C(C(=O)NCc2ccccc2)C(c2cc(Br)cc(Br)c2OC(C)C)NC(=O)N1 (stereo unspecified),5,4,-5,6,1,-20,-2,-9[20 µM],-6
CCOc1ccccc1-n1cnc2cc(C(=O)NCc3ccco3)ccc21,-1,-4,-25,1,13,-10,4,-17,-3
O=C(CCCCCNc1nc(=S)[nH]c2ccccc12)NCCC1=CCCCC1,-2,-6,12,7,8,-16,2,-30,-1
CCCCNc1nc(NC)nc(Cl)c1SC,-1,-4,1,4,5,0,5,-24,5

# This part in full (from the top)
SMILES,Ba/F3 V617F tox,RBBP9 inhibitor,PPC-1+TRAIL kill,BaF3 tox,PGE2 EP2 inh,p47phox inh,p97 inhibitor,Furin inhibitor,Tb hexokinase
CCOC(=O)c1[nH]c2ccc(OCC)cc2c1NC(=O)CN1CCN(c2ccccc2)CC1,0,0,6,2,11,1,-2,-16,1
CC1=C(C(=O)NCc2ccccc2)C(c2cc(Br)cc(Br)c2OC(C)C)NC(=O)N1 (stereo unspecified),5,4,-5,6,1,-20,-2,-9[20 µM],-6
CCOc1ccccc1-n1cnc2cc(C(=O)NCc3ccco3)ccc21,-1,-4,-25,1,13,-10,4,-17,-3
O=C(CCCCCNc1nc(=S)[nH]c2ccccc12)NCCC1=CCCCC1,-2,-6,12,7,8,-16,2,-30,-1
CCCCNc1nc(NC)nc(Cl)c1SC,-1,-4,1,4,5,0,5,-24,5
Cc1ccc(N(Cc2cc3ccccc3[nH]c2=O)S(=O)(=O)c2ccccc2)cc1,-3,-1,11,2,8,-8,5,-19,0
O=C(COc1ccc(Cl)cc1)N1CCN(c2ccc([N+](=O)[O-])c(N3CCOCC3)c2)CC1,2,-5,8,4,5,-11,6,-4,-18
Cc1nn(C)cc1/C=N/NC(=O)Cn1cncn1,1,-7,15,1,4,3,-9,0,-1
COc1ccc(C(=O)OCC(=O)NC(=O)NC2CCCC2)c(OC)c1,-2,-10,13,4,0,-1,-1,-23,9
O=S(=O)(NCc1ccccc1)c1ccc(S(=O)(=O)N(Cc2ccccn2)Cc2ccco2)cc1,-2,-11,-7,5,6&10,-6,7,-24,-1
Cn1cc(-c2cc(C(=O)O)on2)cn1,-4,10,1,-5,5,-4,8,-11,-14
c1cc(Nc2cccc3nccnc23)c2nccnc2c1,2,-5,9,1,8,-45,-6,-9,-10
COc1ccc(-n2c(Cc3cc(=O)[nH]c(=O)[nH]3)nnc2SCC(=O)N2CCCC2)cc1,-4,-6,8,1,.,-10,-1,-18,-7
CCc1cccc(C)c1NC(=O)CO/N=C(\N)CC(=O)NC1CCCCC1,-3,-7,9,6,9,-17,1,-39,2
COC(=O)C1=C(N)Oc2cc(C)[nH]c(=O)c2C1c1cc(OC)c(OC)c(OC)c1 (stereo unspecified),-4,-3,16,-3,13,-7,2,-9,1
CCn1c(C)nc2c1C(=O)c1ccccc1C2=O,-3,-6,10,-1,6,-6,2,-9[20 µM],-2
CCOc1ccc2nc(N3CCOCC3)nc(C)c2c1,-5,2,17,2,12,-15,-1,-26[20 µM],-6
CC(C)CCN(C(=S)Nc1cccc(F)c1)C(C)c1cccs1 (stereo unspecified),-5,-7,-4,-3,5,-25,5,-21,6
O=C(COC(=O)c1ccc2ncsc2c1)NC(=O)c1ccccc1,1,-8,4,3,4,-24,3,-18,0
Nc1cc(-c2ccccc2)nn1Cc1ccc(Cl)cc1,4,1,2,2,7,-18,-1,-9[20 µM],4
Cn1c(SCc2c(F)cccc2Cl)nnc1-c1cnccn1,6,-12,14,3,1,17,-6,-6,-4
O=C(/C=C/c1cccc([N+](=O)[O-])c1)NCCN1C(=O)S/C(=C\c2cccnc2)C1=O,-1,-9,17,-3,3,2,-1,-5,-12
COc1ccc(/C=N/OCC(=O)NC(c2ccccc2)c2ccccc2)c(OC)c1,2,-2,15,7,13,28,-8,0,5
CCN(CC)c1ccc(C2C3CCCCC3(O)CCN2CC(=O)Nc2ccccc2)cc1 (stereo unspecified),0,5,8,3,5,-10,-1,-21[20 µM],-6
Cc1ccccc1SCC(=O)Nc1cc(S(=O)(=O)N2CCOCC2)ccc1N1CCOCC1,-3,-9,-6,-4,6,-31,0,3,-10
SMILES,Ba/F3 V617F tox,RBBP9 inhibitor,PPC-1+TRAIL kill,BaF3 tox,PGE2 EP2 inh,p47phox inh,p97 inhibitor,Furin inhibitor,Tb hexokinase
Cc1ccc2occ(C(=O)c3ccco3)c(=O)c2c1,3,-3,8,9,2,-8,5,-14,-1
CSc1cc(C)n(-c2ccccc2)c(=S)c1C(C)=O,-4,-4,-5[5 µM],3,8,-4,1,-11[20 µM],-21
Cc1[nH]c(=O)c(C(=O)/C=C/c2ccccc2F)c2c1CCCC2,50*,-5,-2,17,8,-14,2,-15[20 µM],-14
COc1cccc(CNc2nc3nc(C)cc(=O)n3[nH]2)c1,0,-6,18,2,10,-3,0,-26[20 µM],2
CC(C)(C)OC(=O)CN1C(=O)C(Sc2n[nH]c(-c3ccccc3)n2)CCc2ccccc21 (stereo unspecified),-1,-11,-1,2,5,-10,-3,-12[20 µM],4
CCNC(=S)NNc1nc(N2CCCCC2)nc(N2CCOCC2)n1,-5,-10,8,5,3,-1,4,-27,2
Cc1nc(N(C)C)c2sc(=S)n(Cc3ccccc3)c2n1,3,-9,4,8,3,2,3,-27,4
COc1ccc2nc(C)cc(Sc3nc4ccccc4s3)c2c1,32*,-8,17,5,8,-22,-7,-5,-21
CCOC(=O)N1CCN(S(=O)(=O)c2ccc(C)c(C)c2)CC1,-3,-3,-5,2,4,-11,2,-23[20 µM],0
O=C(O)c1cn(C2CC2)c2cc(N3CCN(S(=O)(=O)c4ccc5c(c4)OCCO5)CC3)c(F)cc2c1=O,1,-2,-4,6,4,-8,-1,-46,-16
COc1ccc(N(CC(=O)N/N=C/c2ccc3c(c2)OCO3)S(=O)(=O)c2ccc(NC(C)=O)cc2)cc1,-3,-2,6,7,4,-37,8,-6,-8
CC(=O)Nc1c(NC(C)(C)C)c2ccccc2oc1=O,1,0,2,12,8,14,0,-7,-7
CSC1=NCCN1C(=O)C(C)(C)Oc1ccc(Cl)cc1,-2,7,.,5,13,.,4,-1,-11
C#CCOCCOCCOCCNc1nc(N2CCN(C(=O)[C@H]([C@@H](C)CC)n3cc([C@@H](N)Cc4ccc(O)cc4)nn3)CC2)nc(N2CCN(C(=O)[C@H](Cc3ccc(O)cc3)n3cc([C@@H](N)C(C)CC)nn3)CC2)n1 (stereo partly specified),2,-10,15,-4,8,-1,11,-24,4
Cc1ccc(C(=O)N2NC(c3ccc(F)cc3)C3C(=O)N(c4ccc(C)cc4)C(=O)C32)cc1 (stereo unspecified),-4,-13,-5,4,.,-37,3,-21,-2
COC(=O)CC1C(=O)NCCN1C(=O)Nc1ccc(Cl)c(Cl)c1 (stereo unspecified),2,-3,1,5,6,-1,-4,-25,-4
Cc1ccc(Oc2nc(-c3ccccn3)nc3ccccc23)cc1,-3,-10,29,-1,12,-8,-9,-7,-13
COc1cc(C2CC(=O)NC3=C2C(=O)CC(C)(C)C3)ccc1O (stereo unspecified),-2,6,33,3,17,8,-1,-19[20 µM],-2
CCC(C)[C@H](NC(=O)[C@@H]1Cc2ccccc2CN1C(=O)OC(C)(C)C)C(=O)NCC1CCC(C(=O)O)CC1 (stereo partly specified),-2,-1,-3,2,8,-14,3,-19,-8
O=C(Nc1ccc(N2CCCC2)c(Cl)c1)c1ccc2c(c1)OCCO2,1,-5,.,2,31,-29,4,-24[20 µM],7
S=C(NC1CCCCC1)N1CCN(Cc2ccccc2Cl)CC1,5,7,-8,10,7,.,-2,-29,5
COCCCNC(=S)N/N=C/c1cccc(OC)c1O,-3,-10,29,0,15,2,5,-6,-23
Cc1cccc(NC(=O)CO/N=C/c2ccc3c(c2)OCO3)c1,-1,-9,2,6,15,-13,3,-22,-1
CCCCNC(=O)C1CC(=O)N(C2CCCCC2)C1 (stereo unspecified),2,-6,10,5,19,-10,6,6,1
CCN1/C(=C\C=C(C(C)=O)C(C)=O)Sc2ccccc21,-2,-11,16,5,7,-42,4,9,-6
SMILES,Ba/F3 V617F tox,RBBP9 inhibitor,PPC-1+TRAIL kill,BaF3 tox,PGE2 EP2 inh,p47phox inh,p97 inhibitor,Furin inhibitor,Tb hexokinase
N#Cc1c(N)n(CCNC(=O)c2ccccc2)c2nc3ccccc3nc12,-2,-5,16,2,7,0,3,-29,-9
COc1ccc(C(CCNCc2ccc(OC(C)C)cc2)C(C)C)cc1 (stereo unspecified),-1,-5,9,4,-2,-11,-3,-24,-4
C/C(CCc1ccccc1)=N\NC(=O)C1C2CCCCC21 (stereo unspecified),0,-3,8,9,9,3,-1,-20,-3
COc1ccc(/C=N/NC(=O)c2cccc([N+](=O)[O-])c2)cc1OC(=O)c1ccc(C)cc1,-3,-6,13,-1,8,3,5,-15[20 µM],-20
Oc1ccc(Br)cc1-c1cc(-c2ccco2)[nH]n1,-2,-6,10,6,12,-34,3,-23[20 µM],2
Cc1ccccc1NC(=S)N(Cc1ccccn1)Cc1ccccc1Cl,2,-5,10,9,8,-2,-2,-24,-7
CCOc1ccccc1NC(=O)CC1Nc2cc(C)c(C)cc2NC1=O (stereo unspecified),0,-3,15,6,17,-37,3,-20[20 µM],-20
O=C(NCCN1C(=O)S/C(=C\c2cccs2)C1=O)c1ccc(=O)[nH]c1,2,-8,6,6,6,-5,-1,16,4
CC(=O)Nc1ccc(C(=O)CS(=O)(=O)c2ccc(C)cc2)cc1,-1,-17,-3,2,14,-7,-4,-6[20 µM],-4
O=C(COC(=O)C1(c2ccc(Cl)cc2)CCCC1)NC1CCS(=O)(=O)C1 (stereo unspecified),2,-11,12,0,11,-8,-4,-25[20 µM],-5
CCOC(=O)c1nn(-c2ccc3c(c2)OCO3)cc1O,-6,-5,.,-2,10,-25,4,-25,-13
CCOc1ccc(OCC)c(NC(=O)CCn2c(=O)oc3ccccc32)c1,3,-7,1,1,2,-1,-10,-7,-2
O=S(=O)(c1ccc2c(c1)OCCO2)N1CCC(n2nnc3cc(F)ccc32)CC1,0,-6,18,2,14&5,8,4,-32[20 µM],1
CCOC(=O)CSc1nc(N)c(C#N)c(-c2cccs2)c1C#N,2,-4,2,1,10,-4,1,-5,1
Cc1ccc(-c2nnc(SCC(=O)NNC(=O)COc3cccc(C)c3)n2C)cc1,-6,-5,22,3,7,4,0,-13[20 µM],0
O=C(NNS(=O)(=O)c1ccccc1[N+](=O)[O-])c1cccc(Cl)c1,-4,-6,7,1,10,-2,4,-24,5
COc1ccc(N2CCN(C(CNC(=O)C(C)(C)C)c3cccnc3)CC2)cc1 (stereo unspecified),3,-4,6,10,6,2,-3,-8,6
CC1CC(NC(=O)Cc2ccc(Br)cc2)CC(C)(C)C1 (stereo unspecified),-2,-9,19,0,8,2,-1,-18[20 µM],11
CC1(C)Cc2c(sc3c2C2=NCCN2C=N3)CO1,0,-6,2,1,14,.,-1,-21[20 µM],-7
COC(=O)Cc1c(C)nc2nc(-c3cccnc3)[nH]n2c1=O,-3,-3,3,4,9,4,3,-25,4
Cc1onc(COc2ccccc2O)c1Br,4,-6,14,7,7,-9,-4,-18,1
O=C(Nc1cc(Cl)cc(Cl)c1)C(NCCCO)c1ccccc1 (stereo unspecified),1,-7,19,5,10,-7,1,-19,-3
O=C1NC[C@H](Cc2ccccc2)N(CC2CCCCC2)C1=O,.,.,6,.,15,-6,.,-17,-6
